Assay outcomes: PubChem BioAssay, several laboratories
DUSP3 inh: DUSP3 (human) phosphatase inhibition; 290,000 compounds, 0.52% hits; P51452; inhibition, % at 13.3 µM; recombinant VHR phosphatase, pNPP absorbance; in the data active = inhibition above about 50%; also: some compounds called inactive have numbers as strong as hits
Target sequence (P51452 whole entry, looked up): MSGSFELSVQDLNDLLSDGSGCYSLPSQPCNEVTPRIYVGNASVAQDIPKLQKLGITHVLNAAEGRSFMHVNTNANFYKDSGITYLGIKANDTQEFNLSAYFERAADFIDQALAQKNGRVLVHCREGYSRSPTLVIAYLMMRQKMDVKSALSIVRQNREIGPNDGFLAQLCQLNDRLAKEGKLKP
3CLpro inhibitor: SARS-CoV 3CLpro protease inhibition; recombinant SARS-CoV 3CLpro, quenched FRET peptide cleavage; inhibition, % at 6 µM; 290,000 compounds, 0.14% hits; in the data active = inhibition above about 12%
Anthrax LF inh2: inhibitors of Bacillus anthracis lethal factor protease; AID 588501; multiplex microsphere protease cleavage assay, LF; 360,000 compounds, 0.12% hits; P15917; inhibition, % at 10 µM; also: plate controls were buffer without enzyme for full effect and enzyme alone for no effect
Target sequence (P15917 whole entry, looked up): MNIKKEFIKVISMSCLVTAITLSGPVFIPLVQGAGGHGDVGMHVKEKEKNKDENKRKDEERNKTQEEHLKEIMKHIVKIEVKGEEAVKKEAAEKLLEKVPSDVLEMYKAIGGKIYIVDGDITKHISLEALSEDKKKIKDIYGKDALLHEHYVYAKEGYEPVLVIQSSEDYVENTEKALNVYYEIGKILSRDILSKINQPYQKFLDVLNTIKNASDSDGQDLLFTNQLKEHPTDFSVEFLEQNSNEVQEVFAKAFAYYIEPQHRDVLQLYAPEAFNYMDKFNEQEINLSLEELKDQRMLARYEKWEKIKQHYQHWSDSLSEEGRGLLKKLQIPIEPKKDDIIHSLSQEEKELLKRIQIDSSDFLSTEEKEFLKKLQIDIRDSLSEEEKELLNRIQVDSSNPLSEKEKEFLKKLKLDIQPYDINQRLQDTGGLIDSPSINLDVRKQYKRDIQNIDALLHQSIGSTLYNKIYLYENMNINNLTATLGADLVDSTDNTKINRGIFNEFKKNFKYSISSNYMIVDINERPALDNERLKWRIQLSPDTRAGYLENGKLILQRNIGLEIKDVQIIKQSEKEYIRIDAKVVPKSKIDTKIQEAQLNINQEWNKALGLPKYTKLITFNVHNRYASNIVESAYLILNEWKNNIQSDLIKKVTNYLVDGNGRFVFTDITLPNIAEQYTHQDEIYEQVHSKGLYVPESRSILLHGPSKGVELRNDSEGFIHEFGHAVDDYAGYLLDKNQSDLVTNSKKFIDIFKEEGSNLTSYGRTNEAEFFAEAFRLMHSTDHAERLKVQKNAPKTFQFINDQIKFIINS
PriA SSB inh: K. pneumoniae PriA-SSBct interaction inhibition. AlphaScreen SSBct-PriA binding, biotinylated peptide. inhibition, % at 33 µM. 430,000 compounds, 0.6% hits. AID 1272365; in the data active = inhibition mostly above about 37%, no sharp cut-off; inactive = mostly below about 20%;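 also: plate controls were negative control peptide for no effect and reference peptide for full effect; strong numbers were not always called active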
BoNT A protease: BoNT A light chain protease inhibition; multiplex microsphere protease substrate cleavage, flow cytometry; inhibition, % at 10 µM; 360,000 compounds, 0.17% hits; AID 588499; also: plate controls were buffer without enzyme for full effect and enzyme alone for no effect
CCHFV vOTU inh: CCHFV vOTU protease inhibition | 370,000 compounds, 0.55% hits | AID 651958 | inhibition, % at 11.5 µM | Pep-AMC fluorescence; in the data active = inhibition above about 30%; also: 0% = vehicle wells with enzyme and 100% = no enzyme wells
Rv3671c protease: inhibitors of M. tuberculosis serine protease Rv3671c; P9WHR9; inhibition, % at 5.96 µM; 320,000 compounds, 0.048% hits; AID 2606; in the data active = inhibition above about 38%;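 also: extracellular domain of Rv3671c used as enzyme; 0% = enzyme with DMSO and 100% = no enzyme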
PrPC TRFRET: cell surface PrPC inhibition, primary TR-FRET screen; TR-FRET read-out; 370,000 compounds, 0.43% hits; P04156; inhibition, % at 13.8 µM; AID 720596; in the data active = inhibition above about 24%; also: 0% = median of the test wells and 100% = reference compound wells
BoNT F protease: BoNT F light chain protease inhibition. Multiplex microsphere protease cleavage assay, flow cytometry. inhibition, % at 10 µM. 360,000 compounds, 0.22% hits. AID 588497; in the data active = inhibition above about 35%, passing the limit was not always enough; inconclusive = no clear call, values can overlap the other calls; also: plate controls were buffer without enzyme for full effect and enzyme alone for no effect
MazEF act: activators of E. coli MazEF toxin-antitoxin RNase | P0AE70 | 350,000 compounds, 0.32% hits | FAM/BHQ RNA-DNA oligo cleavage fluorescence, 5 h | activation, % at 20 µM; in the data active = activation above about 50%
An asterisk follows results filed as active; u = inconclusive; x = not tested or not shown. Rule as the data show it, unless noted: active = inhibition above about 30%; inconclusive = no clear call, values can overlap the other calls; inactive = below that. The list is partial. The share of hits here may be higher or lower than overall.

SMILES	DUSP3 inh	3CLpro inhibitor	Anthrax LF inh2	PriA SSB inh	BoNT A protease	CCHFV vOTU inh	Rv3671c protease	PrPC TRFRET	BoNT F protease	MazEF act
COc1cccc(C(=O)N/N=C/c2ccc(Oc3ccc([N+](=O)[O-])cn3)c(OC)c2)c1	-13	0	-1	x	0.2	12	7	-9	-6	-3
Cc1cccc(/C=N/NC(=O)c2cc(-c3cccnc3)nc3c2c(C)nn3-c2ccccc2)c1	18	5	0	x	1.8	-1	-9	0	7	-6
CC(C)(C)NC(=O)CN(C(=O)CCC(=O)Nc1nccs1)c1ccc(F)c(Cl)c1	53*	-3	17	1	-5.0	8	-1	-2	-5	0
Brc1ccccc1/C=N/Nc1ccc2ccccc2n1	37	1	-1	x	0.0	-8	7	2	0	-2
CC(C)c1ccc(C(=O)N2CCOCC2c2cc(C(=O)Nc3ccccc3)no2)cc1 (centres undefined)	x	x	-6	x	-0.7	2	x	-4	0	x
O=C(NCC(c1cccs1)N1CCOCC1)c1cc(F)cc(F)c1 (centres undefined)	x	x	4	x	0.8	0	x	9	-3	-1
Cc1nn(-c2ccccc2)c(Cl)c1C(=O)Nc1nnc(C2CCCC2)s1	3	3	-2	2	0.0	12	-8	-3	-2	21
CC(C)(C)NC(=O)COC(=O)c1ccccc1Oc1ccccc1	11	-5	-2	-11	-0.5	-5	3	-7	-5	-5
COc1ccc(NS(=O)(=O)c2ccc(N3CCOCC3)c(NC(=O)c3ccc(F)cc3)c2)cc1	-1	2	-4	7	0.2	-1	0	17	5	-4
COCc1c(C(=O)OCC(=O)c2c(N)n(CC(C)C)c(=O)n(C)c2=O)oc2ccccc12	34	0	1	-1	-0.5	-1	-9	7	2	-3
CC[C@]12c3[nH]c4ccccc4c3CCN1C(=O)C(CC(=O)NCc1cccc(C(F)(F)F)c1)C[C@@H]2C(=O)N1CCN(C(=O)C2CC2)CC1 (some centres undefined)	x	x	-5	5	-1.6	11	1	-1	-8	2
CN(C)c1ccc(NC(=O)CSc2nc3c(c(=O)[nH]2)CCCC3)cc1	1	-3	-3	12	0.2	x	6	x	-3	8
CCOC(=O)c1c(/N=C/C2=C(O)CC(C)(C)CC2=O)sc(C)c1C	-2	-3	-4	x	-1.3	-3	0	0	-12	-6
Oc1c(Cl)cc(Cl)c(Cl)c1Cc1c(O)c(Cl)cc(Cl)c1Cl	-15	2	1	12	-1.0	39*	-1	29*	-6	-21
O=C(NN1CCOCC1)c1ccc(Cl)c([N+](=O)[O-])c1	23	4	2	-21	2.5	-1	-2	-14	3	8
O=C(CCSCc1cccc(Cl)c1)NCCC1=CCCCC1	17	4	-4	-22	-2.1	12	-1	2	-14	0
COc1ccc(S(=O)(=O)N(C)c2ccc(C(=O)N3CCCCC3)cc2)cc1OC	21	2	-2	5	-0.8	5	-3	15	-2	13
O=C(CSc1ncnc2sccc12)Nc1ccc(S(=O)(=O)N2CCOCC2)cc1	x	x	u	-3	u	-4	x	10	u	2
CC1(C(=O)NS(=O)(=O)c2ccc(F)cc2F)CCN1C(=O)CCc1ccccc1 (centres undefined)	x	x	-1	x	-0.5	-11	x	-1	-1	x
C[C@@]12C(=O)N(Cc3ccccc3)CC(=O)N1[C@H](/C=C/c1ccccc1)[C@@H]1C(=O)N(c3ccccc3)C(=O)[C@@H]12	32	0	x	-15	x	-1	3	-4	x	3
CCCCC(=O)Nc1ccc2c(c1)nc(CCN1CCN(c3ccccn3)CC1)n2C	14	-1	-18	-1	1.4	-4	2	-10	2	2
O=C1CC2C(=O)NCCN2C(=NC(=O)c2ccc(Cl)cc2)N1 (centres undefined)	20	2	-3	1	0.3	13	0	7	-1	0
CN(C)CC/C=C1\c2ccccc2CSc2ccccc21	x	x	10	12	-0.5	6	-7	-10	1	14
COc1ccc2cc(CCNC(=O)C3CCCC3)c(=O)[nH]c2c1	6	0	6	-12	-1.0	3	-3	2	0	-3
O=C(Nc1cccc2ccccc12)c1cc2c(cc1Br)OCO2	13	-3	-8	0	-2.5	-15	-13	-1	-18	-1

Five records drawn at random from the list so far:
SMILES	DUSP3 inh	3CLpro inhibitor	Anthrax LF inh2	PriA SSB inh	BoNT A protease	CCHFV vOTU inh	Rv3671c protease	PrPC TRFRET	BoNT F protease	MazEF act
CN(C)CC/C=C1\c2ccccc2CSc2ccccc21	x	x	10	12	-0.5	6	-7	-10	1	14
CCOC(=O)c1c(/N=C/C2=C(O)CC(C)(C)CC2=O)sc(C)c1C	-2	-3	-4	x	-1.3	-3	0	0	-12	-6
O=C(Nc1cccc2ccccc12)c1cc2c(cc1Br)OCO2	13	-3	-8	0	-2.5	-15	-13	-1	-18	-1
COCc1c(C(=O)OCC(=O)c2c(N)n(CC(C)C)c(=O)n(C)c2=O)oc2ccccc12	34	0	1	-1	-0.5	-1	-9	7	2	-3
O=C1CC2C(=O)NCCN2C(=NC(=O)c2ccc(Cl)cc2)N1 (centres undefined)	20	2	-3	1	0.3	13	0	7	-1	0

One compound at a time (already shown).
Cc1cccc(/C=N/NC(=O)c2cc(-c3cccnc3)nc3c2c(C)nn3-c2ccccc2)c1 reads DUSP3 inh: 18; 3CLpro inhibitor: 5; Anthrax LF inh2: 0; PriA SSB inh: x; BoNT A protease: 1.8; CCHFV vOTU inh: -1; Rv3671c protease: -9; PrPC TRFRET: 0; BoNT F protease: 7; MazEF act: -6
CN(C)c1ccc(NC(=O)CSc2nc3c(c(=O)[nH]2)CCCC3)cc1 reads DUSP3 inh: 1; 3CLpro inhibitor: -3; Anthrax LF inh2: -3; PriA SSB inh: 12; BoNT A protease: 0.2; CCHFV vOTU inh: x; Rv3671c protease: 6; PrPC TRFRET: x; BoNT F protease: -3; MazEF act: 8

Remaining list, next part:
SMILES	DUSP3 inh	3CLpro inhibitor	Anthrax LF inh2	PriA SSB inh	BoNT A protease	CCHFV vOTU inh	Rv3671c protease	PrPC TRFRET	BoNT F protease	MazEF act
COc1ccc(NC(=O)c2ccc(S(=O)(=O)N3CCCCCC3)cc2)c(OC)c1	17	0	-2	-4	1.2	-6	-3	11	-15	5
Nc1cc(=O)[nH]c(SCC(=O)Nc2ccc(N3CCOCC3)cc2)n1	x	x	-3	-1	0.4	4	5	0	-8	6
CCOC(=O)C1=C(O)/C(=C/c2cc(OC)c(OC)c(OC)c2)N=C1C	-15	0	-1	5	0.2	1	1	0	4	5
COc1ccc(CNC(=O)CS(=O)Cc2nc(-c3ccccc3C)oc2C)cc1 (centres undefined)	19	-3	4	-12	0.8	-3	3	0	4	7
COC(=O)c1cn(CCOc2ccccc2)c2ccccc12	5	4	-1	-119	-0.3	4	-3	-5	-13	2
Cn1c(=O)n(C)c2cc(NC(=O)CSc3ccccc3)ccc21	45	4	-1	23	-7.9	-2	2	4	-22	1
CC(=O)N1CCc2c(sc(NC(=O)Cc3ccc(F)cc3)c2C(N)=O)C1	2	1	0	0	1.6	13	5	7	5	5
CCS(=O)(=O)C(=C(Nc1ccc(OC)cc1)Nc1ccc(OC)cc1)S(=O)(=O)CC	34	-4	-7	3	-2.5	7	3	0	-8	1
COC(=O)c1ccc(C2c3c(oc4ccc(Cl)cc4c3=O)C(=O)N2CCN2CCOCC2)cc1 (centres undefined)	10	-2	-1	-3	1.2	-1	9	-7	5	4
COc1ccc(S(=O)(=O)N2CCN(C(=O)c3c(-c4ccccc4)noc3C)CC2)cc1	23	1	4	-14	-0.2	0	1	-3	5	3
Cc1cc(F)ccc1-c1cc(C(=O)NCc2ccc(C(F)(F)F)cc2)[nH]n1	x	x	4	x	0.0	4	x	5	10	x
Cc1cc(NC(=O)c2noc3c2CCCC3)no1	17	-5	4	-6	2.1	-9	-16	-6	1	1
C#CCOCCOCCOCCNc1nc(N2CCN(C(=O)Cn3cc(CCCCN)nn3)CC2)nc(N2CCN(C(=O)Cn3cc(CCCCN)nn3)CC2)n1	15	1	1	-2	-0.5	7	-5	0	-4	20
Cc1cc(C)c(C(=O)COC(=O)c2c(C)noc2C)cc1C	x	x	-3	-4	0.3	6	-3	11	5	-3
Cc1ccc(-n2nnnc2SC(C)C(=O)NCC(=O)Nc2ccc(F)c(F)c2F)c(C)c1 (centres undefined)	-10	0	0	-15	0.4	20	2	-3	-3	-6
Cc1ccc(NC(=O)C(C)N2CCc3ccccc3C2)cc1 (centres undefined)	13	0	-15	-19	0.0	0	0	2	-3	-3
CCOC(=O)N(C)C[C@H]1OCc2cnnn2CCCC(=O)N([C@@H](C)CO)C[C@@H]1C	x	x	-3	x	-0.5	-3	x	4	-1	11
O=C(N/N=C/c1ccc(Cl)cc1Cl)C(=O)NC1CC1	17	-2	2	x	-0.5	-9	-1	2	-6	7
CCOc1ccc(C2=Nn3c(nnc3-c3ccccc3OC)SC2)cc1	38	0	0	13	1.1	2	-17	18	1	7
CC1(C)C(=O)OC(C(=O)c2ccc(C(C)(C)C)cc2)C(C)(C)C1=O (centres undefined)	-7	2	-2	-3	0.0	18	2	-2	1	2
Cc1cccc2cc(-c3ccccc3)c(-c3ccccc3)c[n+]12	12	-2	8	-1	38*	-3	6	-9	-46	23
O=C(COC(=O)CNC(=O)c1ccc(Cl)cc1Cl)Nc1ccc(N2CCOCC2)cc1	69	-1	-6	-1	-0.6	8	2	-5	-1	-5
OCC[C@H]1C[C@@H](O)[C@H](O)[C@@]2(CCc3ccccc3O2)O1	x	x	-6	-3	0.0	4	-2	-4	-10	2
CC(CN1CCCC1)OC(=O)c1ccc(Br)cc1 (centres undefined)	x	-7	-4	-13	-2.7	-4	-2	-3	-3	8
CCc1cccc(CC)c1NC(=S)NC(C)c1ccccc1 (centres undefined)	7	8	-1	8	0.3	19	6	15	-3	-3
Next entries.
SMILES	DUSP3 inh	3CLpro inhibitor	Anthrax LF inh2	PriA SSB inh	BoNT A protease	CCHFV vOTU inh	Rv3671c protease	PrPC TRFRET	BoNT F protease	MazEF act
CCC1CCCCN1CCCNC(=O)CN1C(=O)COc2ccccc21 (centres undefined)	28	-1	-3	1	0.8	-3	-9	-2	4	-1
CC1CC(C)CN(CCCNC(=O)c2csc3c2CCCCC3)C1 (centres undefined)	18	-9	1	6	2.3	-2	8	-2	8	9
CC1CN(C(=O)c2ccc(N3CCCCC3)c([N+](=O)[O-])c2)CC(C)O1 (centres undefined)	-7	0	-1	-4	-0.1	-7	3	4	-8	3
COc1ccc(C2=C(SC)CC2=NC(C)(C)C)cc1	-4	-1	0	-3	-0.2	1	1	-2	0	-17
Cc1cccc(NC(=O)CSc2nnc([C@@H](N)Cc3c[nH]c4ccccc34)o2)c1C	-4	1	-4	12	-0.8	5	-1	2	-8	0
COc1ccc2nc(N=Nc3ccc(N(C)C)cc3)sc2c1	-8	1	-2	15	0.8	-14	x	-2	-14	13
Cc1ccc([C@H]2C[C@@H](n3cc(C4CC4)nn3)[C@H](O)CN2C(=O)C2CCCCC2)cc1	x	x	-4	x	-0.3	-9	x	-5	2	7
CC(C)c1ccc2[nH]c3c(c2c1)CCC/C3=N\NC(=O)c1ccncc1	4	7	-8	x	1.0	8	6	-2	u	-10
O=C(c1cccs1)c1ccccc1Cc1cccs1	x	x	0	-32	0.4	11	x	2	-1	-2

Gathered by group: the compounds so far with bromine.
SMILES	DUSP3 inh	3CLpro inhibitor	Anthrax LF inh2	PriA SSB inh	BoNT A protease	CCHFV vOTU inh	Rv3671c protease	PrPC TRFRET	BoNT F protease	MazEF act
Brc1ccccc1/C=N/Nc1ccc2ccccc2n1	37	1	-1	x	0.0	-8	7	2	0	-2
O=C(Nc1cccc2ccccc12)c1cc2c(cc1Br)OCO2	13	-3	-8	0	-2.5	-15	-13	-1	-18	-1
CC(CN1CCCC1)OC(=O)c1ccc(Br)cc1 (centres undefined)	x	-7	-4	-13	-2.7	-4	-2	-3	-3	8
